Bioassay records: PubChem, several laboratories
JMJD2C inh: inhibitors of GASC-1 histone demethylase, primary screen, biochemical, fluorescence, DELFIA europium. GST-JMJD2C(1-420) H3K9me3 demethylation. inhibition, % at 2.35 µM. 330,000 compounds, 0.069% hits. AID 2099, 2009;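 active = more than half of a compound's replicate wells show inhibition beyond 50%, single wells judged on their own value; inconclusive = some, but no more than half, of replicates pass 50% inhibition; inactive = no replicate passes 50% inhibition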;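 also: signal counts dimethyl H3K9 product captured on neutravidin plate; 0% = median of DMSO wells and 100% = 0.3 times that DMSO median; strong numbers were not always called active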
Target sequence (Q9H3R0 1-420 limits assumed): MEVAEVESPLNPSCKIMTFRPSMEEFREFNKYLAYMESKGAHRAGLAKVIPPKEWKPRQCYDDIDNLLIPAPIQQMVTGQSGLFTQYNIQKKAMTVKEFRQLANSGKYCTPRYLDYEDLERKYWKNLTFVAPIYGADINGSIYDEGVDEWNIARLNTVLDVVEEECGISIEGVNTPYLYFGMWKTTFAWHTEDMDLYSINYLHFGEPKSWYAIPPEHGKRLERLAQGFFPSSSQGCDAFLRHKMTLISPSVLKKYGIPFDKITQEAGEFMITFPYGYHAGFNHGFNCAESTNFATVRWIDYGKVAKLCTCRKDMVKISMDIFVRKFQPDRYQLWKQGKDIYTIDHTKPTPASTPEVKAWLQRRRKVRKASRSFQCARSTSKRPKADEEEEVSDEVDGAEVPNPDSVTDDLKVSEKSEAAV
TPT1 inh: Candida albicans TPT1 enzyme inhibitors, primary screen, biochemical, fluorescence polarization; 300,000 compounds, 0.81% hits; inhibition, % at 5 µM; recombinant caTPT1, FP RNA substrate dephosphorylation; AID 1962, 2009;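 active = inhibition above the mean of all tested compounds plus 3 SD, set per screening campaign, cut at about 24% in these data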;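 also: plate controls were DMSO alone for no effect and ferristatin control at 100 nM for full effect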
Fh CTSL1 inh: Fasciola hepatica cathepsin L1 inhibitors, primary screen, counter-screen for PFM18AAP inhibitor project, biochemical, QFRET, fluorogenic peptide substrate | recombinant F. hepatica cathepsin L1, Z-Leu-Arg-MCA fluorescence | AID 1906, 2009 | 300,000 compounds, 0.49% hits | inhibition, % at 5.96 µM;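 active = inhibition above the mean of all tested compounds plus 3 SD, set per screening campaign, cut at about 17% in these data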;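 also: 0% = plate median of test compound wells and 100% = 1 µM Z-Phe-Ala-diazomethylketone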
PP5 primary: PP5 phosphatase inhibitors, primary screen, biochemical, fluorescence; Serine/threonine-protein phosphatase 5 (Homo sapiens), P53041; purified PP5c, OMFP substrate fluorescence; inhibition, % at 6.7 µM; 320,000 compounds, 0.18% hits;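 active = inhibition above the campaign's mean inhibition across all tested compounds plus 3 SD, cut at about 9.5% in these data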;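 also: 0% = DMSO only and 100% = 100 µM cantharidin control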
Efflux pump inh: inhibitors of Candida efflux pumps in yeast, primary screen, S. cerevisiae, Nile Red, multiplex; AID 485275, 2010; inhibition, % at 10 µM; S. cerevisiae Candida pump triplex; 330,000 compounds, 0.44% hits;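 active = plate passing quality check with inhibition over a set limit, or well fluorescence over plate mean plus 4 SD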;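 also: Nile Red retained in pooled yeast measured as flow cytometry median fluorescence; 0% = buffer negative control and 100% = Enniatin B positive control; higher means more Nile Red kept so more efflux inhibition; some compounds called inactive have numbers as strong as hits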
PP1 counter: PP1-alpha phosphatase inhibitors, primary screen, counter-screen for PP5 inhibitor project, biochemical, fluorescence, OMFP substrate, single point; purified PP1alpha; 320,000 compounds, 0.9% hits; Serine/threonine-protein phosphatase PP1-alpha catalytic subunit (Homo sapiens), P62136; inhibition, % at 6.7 µM;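 active = inhibition above the mean inhibition of all tested compounds plus 3 SD, computed separately for each screening campaign, cut at about 15% in these data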
Target sequence (P62136 whole entry, looked up): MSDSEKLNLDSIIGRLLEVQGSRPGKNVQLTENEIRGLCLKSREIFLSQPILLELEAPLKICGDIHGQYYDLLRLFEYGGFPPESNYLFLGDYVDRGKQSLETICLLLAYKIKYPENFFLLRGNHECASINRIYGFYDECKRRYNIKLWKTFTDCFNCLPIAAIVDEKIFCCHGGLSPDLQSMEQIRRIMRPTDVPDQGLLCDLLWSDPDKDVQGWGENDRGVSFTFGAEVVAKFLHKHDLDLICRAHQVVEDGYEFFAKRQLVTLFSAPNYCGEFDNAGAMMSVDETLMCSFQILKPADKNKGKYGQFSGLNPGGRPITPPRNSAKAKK
HCV core dimer: inhibitors of HCV core protein dimerization, primary screen, biochemical, TR-FRET, high-throughput; AID 1899, 2009; 300,000 compounds, 0.33% hits; TR-FRET GST/Flag-core106 dimerization, 1536-well; inhibition, % at 5 µM;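 active = inhibition above the mean of all tested compounds plus 3 SD, set per screening campaign, cut at about 45% in these data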
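Assay system: GST-tagged and Flag-tagged HCV core protein residues 1-106 / Times: compound-protein-antibody incubation 4 h at 22.5 °C / Signal: time-resolved FRET, ex 340 nm, em 617 and 671 nm / Evaluation: % inhibition based on acceptor/donor emission ratio / Benchmarks: wells lacking GST-core106 and wells with excess unlabelled core106 / Repeats: singlicate, one well per compound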
proCasp3 act: activators of human procaspase-3 D3A mutant, primary screen, biochemical, absorbance, PC-3 D3A mutant, single concentration. recombinant procaspase-3 D3A, Ac-DEVD-pNA absorbance 405 nm. activation, % at 8.5 µM. 330,000 compounds, 0.11% hits. AID 463141, 2010;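 active = activation above the mean of all tested compounds plus 3 SD, cut at about 21% in these data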;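 also: 0% = DMSO alone and 100% = DMSO wells spiked with extra 5 µM PC-3 D3A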
Target sequence (P42574 whole entry D9A/D28A/D175A): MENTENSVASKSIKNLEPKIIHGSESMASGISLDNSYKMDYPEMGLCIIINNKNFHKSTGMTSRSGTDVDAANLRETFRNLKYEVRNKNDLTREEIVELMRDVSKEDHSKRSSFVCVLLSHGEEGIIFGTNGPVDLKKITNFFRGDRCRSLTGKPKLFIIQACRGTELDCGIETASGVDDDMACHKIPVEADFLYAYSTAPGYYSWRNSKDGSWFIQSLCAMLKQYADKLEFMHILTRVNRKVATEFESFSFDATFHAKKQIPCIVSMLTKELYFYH
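Test system: Procaspase-3 D3A mutant, all three cleavage aspartates alanine | Dosing: Single dose, 8.5 µM nominal compound, 0.8% DMSO | Schedule: 1 h preincubation, 2 h reaction | Technique: 405 nm absorbance of p-nitroaniline, reads at 0 and 120 min | Repeats: One well per compound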
proCasp7 act: procaspase-7 activators, primary screen, counter-screen for procaspase-3 activator project, biochemical, absorbance, HTS, human | Caspase-7 (Homo sapiens), P55210 | recombinant procaspase-7, Ac-DEVD-pNA absorbance 405 nm; D23A/D198A/D206A triple mutant, cannot self-cleave; scale: DMSO 0, 5 µM enzyme 100 | activation, % at 8.5 µM | 330,000 compounds, 0.093% hits | AID 463210, 2010;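 active = percent activation above the screen-wide mean plus 3 SD, cut at about 25% in these data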
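Replicates: singlicate. Assay system: Procaspase-7 triple mutant (PC-7 D3A). Signal: 405 nm absorbance of p-nitroaniline. Times: 1 h preincubation, 2 h reaction. Buffer or medium: Zinc-free HEPES pH 7.4 with 300 mM NaCl, 0.01% Triton X-100. Also added: DEVD-pNA substrate. Benchmarks: DMSO wells as 0%, DMSO with 5 µM added PC-7 as 100%.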
Starred values were filed as active, the others as inactive; ? = inconclusive; . = no result given.

SMILES	JMJD2C inh	TPT1 inh	Fh CTSL1 inh	PP5 primary	Efflux pump inh	PP1 counter	HCV core dimer	proCasp3 act	proCasp7 act
CC(C1CC1)N(Cc1ccccc1)C(=O)NC(=O)c1ccc(F)cc1 (stereo not given)	47	3	3	1.0	0.3	-8	-1	7	-2
OCC(O)[C@@H](O[C@H]1O[C@H](CO)[C@@H](O)[C@H](O)[C@H]1O)[C@H](O)[C@@H](O)CO (stereo not given in full)	8	-1	2	-2.1	0.1	-4	1	-7	6
COc1ccccc1C(=O)NC(=O)COC(=O)Cc1ccc(F)cc1	.	.	.	0.0	0.1	-1	.	4	18
CCN1CCc2c(C#N)c(N3CCCCC3)nc(N3CCOCC3)c2C1	-6	-1	18*	3.2	0.2	-3	5	-1	-3
Cn1c(SCC(=O)Nc2ccc3cn[nH]c3c2)nnc1-c1cccs1	0	-1	-1	1.3	-0.1	-3	2	-3	0
COc1ccccc1OCCC(=O)NCc1ccc2c(c1)OCO2	0	0	-1	-2.4	-0.2	1	0	-10	9
COC(=O)c1ccccc1NC(=O)CSc1ncn[nH]1	9	-3	2	1.2	0.0	-4	0	-1	4
CC(=O)N(C(C)=O)n1c(/C=C/c2ccc([N+](=O)[O-])cc2)nc2ccccc2c1=O	19	-1	-2	0.6	0.2	0	0	9	2
O=C(CCN1C(=O)C2C3C=CC(C3)C2C1=O)Nc1ccc2c(c1)OCO2 (stereo not given)	.	-4	3	0.0	-0.1	11	0	-1	-2
O=C1CC(Sc2nnc(-c3ccccc3O)o2)C(=O)N1c1ccccc1 (stereo not given)	8	0	2	1.3	-0.1	3	-4	-9	-25
Cc1ccc(C(=O)NCC(=O)OC(C)C(=O)NCCC2=CCCCC2)cc1C (stereo not given)	6	0	-5	2.1	0.3	1	5	3	2
COc1cc(S(=O)(=O)n2nnc3ccccc32)c(OC)cc1Cl	-26	-3	0	-2.6	-0.1	-5	3	-9	2
CCOc1cccc(C(=O)N(Cc2ccc(F)cc2)C2CCS(=O)(=O)C2)c1 (stereo not given)	-15	-1	-4	1.0	-0.1	1	-6	2	2
CCCCC(=O)NCCNC(=O)c1cc(OCC(F)(F)F)ccc1OCC(F)(F)F	4	-2	-2	2.8	0.0	-1	-5	6	6
Nc1nc(-c2ccc([N+](=O)[O-])cc2)cs1	-5	1	5	0.6	-0.1	-2	-5	0	2
Cc1cccc(NC(=O)C2CCCN(S(=O)(=O)c3cccc4nonc34)C2)c1 (stereo not given)	-6	9	-1	3.0	0.0	-4	3	-7	-1
Cc1cc(NC(=O)Cn2nnc3sc4c(c3c2=O)CCC(C(C)(C)C)C4)no1 (stereo not given)	-9	6	-3	1.0	0.1	7	10	4	-4
CSc1ccccc1NC(=O)CN(C)CC(=O)c1[nH]c(C)c(C(C)=O)c1C	-5	.	.	.	0.2	.	.	-6	6
O=c1[nH]c2ccccc2nc1/C=C(\O)C1CC1	6	27*	0	-2.3	-0.1	-2	-5	4	-4
CC12CCC(=O)N1C(C(=O)NCc1ccccc1F)CS2 (stereo not given)	-2	2	3	-1.7	0.1	-2	-2	3	7
CCn1c(=S)sc2c(=O)n(CC(=O)Nc3ccc(C(C)=O)cc3)c(C)nc21	-6	-2	4	0.3	0.1	1	4	-4	13
CCCn1nc(C(=O)OCC(=O)Nc2cccc(OC)c2)c2ccccc2c1=O	1	10	-14	4.5	0.1	-3	1	-1	3
O=C1CCc2cc(S(=O)(=O)N3CCCC3C(=O)N3CCN(c4ccccc4)CC3)ccc2N1 (stereo not given)	-11	1	5	2.3	0.0	-5	-3	10	-2
CC1=NNC(=O)C1CCC(=O)N/N=C/c1ccc(Cl)cc1 (stereo not given)	-2	-7	0	0.7	0.0	-7	2	-4	5
CCOc1ccc2c(c1)C(=O)C(=O)N2CC1COc2ccccc2O1 (stereo not given)	-3	6	-3	4.4	0.1	-3	3	1	-1

Next part (3 carried over from the part before).
SMILES	JMJD2C inh	TPT1 inh	Fh CTSL1 inh	PP5 primary	Efflux pump inh	PP1 counter	HCV core dimer	proCasp3 act	proCasp7 act
O=C1CCc2cc(S(=O)(=O)N3CCCC3C(=O)N3CCN(c4ccccc4)CC3)ccc2N1 (stereo not given)	-11	1	5	2.3	0.0	-5	-3	10	-2
CC1=NNC(=O)C1CCC(=O)N/N=C/c1ccc(Cl)cc1 (stereo not given)	-2	-7	0	0.7	0.0	-7	2	-4	5
CCOc1ccc2c(c1)C(=O)C(=O)N2CC1COc2ccccc2O1 (stereo not given)	-3	6	-3	4.4	0.1	-3	3	1	-1
CC(C)(C)NC(=O)CCCCCCCC(=O)NC(C)(C)C	-3	3	-4	-1.2	-0.3	-1	-6	8	4
Cc1cc2ccccn2c1C(C[N+](=O)[O-])c1ccc(N(C)C)cc1 (stereo not given)	54	12	3	2.7	0.1	20*	9	-7	-3
COCCCNC(=S)Nc1ccc(OC(F)F)cc1C	16	-1	2	0.5	0.4	-5	-6	18	9
C=CCNc1nc(C)nc(OC)n1	20	1	-4	-3.4	0.0	-4	1	3	3
Cc1nc2cc(NC(=O)Nc3cccc(F)c3)ccc2n1C	6	-2	1	0.3	0.1	3	-3	4	-2
CC(=O)Nc1cc2ccccc2oc1=O	4	-1	0	-4.8	0.0	3	-1	7	5
CCc1nnc(NC(=O)c2cc(-c3cccnc3)nc3ccccc23)s1	22	-1	5	-0.9	-0.1	4	4	3	7
CCN(CC)C(=O)Cn1cc(C(=O)C(=O)N(CC)C2CCCCC2)c2ccccc21	?	-1	3	-0.9	-0.3	-7	2	0	-2
CC(c1ccccc1)N1CC(C(=O)NC2CCCC2)CC1=O (stereo not given)	-3	1	-1	3.4	-0.1	-3	-3	0	2
O=[N+]([O-])c1ccc(/C=N/NC(=S)Nc2ccccc2F)o1	-2	3	3	-1.5	-0.7	-5	2	-3	-12
COC(=O)CNS(=O)(=O)c1ccc(C)cc1	36	-3	-4	-0.9	-0.1	-2	-3	3	1
COc1ccc(C(=O)Nc2ncc(C)s2)cc1S(=O)(=O)N1CCCC1	3	-2	0	0.1	0.0	-1	0	-1	4
Cc1c(NS(=O)(=O)c2cccc(C(=O)N3CCCC3)c2)c(=O)n(-c2ccccc2)n1C	-2	.	.	.	0.0	.	.	-6	9
CC(NC(=O)CN(C)CC(=O)Nc1ccccc1Br)c1ccccc1 (stereo not given)	-4	.	.	-0.4	0.1	-3	.	9	8
CCOc1ccc(N2C(=O)/C(=C\c3ccccc3OC)S(=O)(=O)C2c2cccc([N+](=O)[O-])c2)cc1 (stereo not given)	11	1	-2	0.1	0.1	1	40	-4	8
O=C(NCc1ccc(F)cc1)c1c(O)c2cccc3c2n(c1=O)CCC3	-3	-4	-5	1.5	0.0	-3	5	1	2
Cc1cccc(OCC(=O)NC(=S)NNC(=O)c2ccncc2)c1	-4	-2	-6	4.1	-0.1	-4	-17	-30	-30
O=C(Nc1ccc(N2CCCC2)cc1)c1ccc(Br)cc1	3	7	-3	1.2	0.0	24*	22	5	3
COc1cc(OC)cc(C(=O)N[C@H](C(=O)NC2=NCCS2)C(C)C)c1	-5	.	.	.	0.1	.	.	2	6
O=[N+]([O-])c1ccc(N2CCC(O)CC2)nc1	-3	-1	2	0.8	0.0	-5	-2	-1	8
O=C(Nc1ccccc1[N+](=O)[O-])C1COc2ccccc2O1 (stereo not given)	10	-1	-2	3.5	0.1	2	2	2	-3
N/C(=N\OC(=O)Oc1ccccc1)c1ccc([N+](=O)[O-])cc1	-20	1	-4	-0.5	0.1	-11	-1	0	3
CCCCNS(=O)(=O)/C=C/c1ccccc1	3	-4	-4	-0.3	-0.4	-8	0	7	-5
O=C(NC1CCCC1)C(c1ccsc1)N(C(=O)Cc1cccs1)c1cccc(F)c1 (stereo not given)	0	-1	3	-0.2	0.2	-2	0	-10	1
O=C(CCl)Nc1ccc(-c2ccccc2)cc1	-1	-2	1	-3.5	0.0	-1	1	1	9

With a hit mark in TPT1 inh (from the list above):
compound | JMJD2C inh | TPT1 inh | PP5 primary | Efflux pump inh | HCV core dimer | proCasp3 act
O=c1[nH]c2ccccc2nc1/C=C(\O)C1CC1 | 6 | 27* | -2.3 | -0.1 | -5 | 4

Next results:
SMILES	JMJD2C inh	TPT1 inh	Fh CTSL1 inh	PP5 primary	Efflux pump inh	PP1 counter	HCV core dimer	proCasp3 act	proCasp7 act
CC(C)(C)OC(=O)N1CCC[C@H]1C(=O)N/N=C/c1ccc2nccnc2c1	1	-3	3	-0.4	-0.1	-3	1	1	7
COC(=O)c1[nH]c(C)c(/C(O)=C2\C(=O)C(=O)N(CCN3CCOCC3)C2c2cccnc2)c1C (stereo not given)	-8	0	-2	2.3	-0.1	12	-3	-7	3
O=C(COc1ccccc1)N/N=C/c1ccc2c(c1)OCO2	-28	-6	1	1.8	0.0	-4	-1	-4	3
Cc1ccc(Cn2ccc(NC(=O)c3noc4c3CCc3ccccc3-4)n2)cc1	12	-9	1	-1.7	-0.1	-4	11	2	8
CC(C)c1nn2c(=O)cc(COc3cccc(NC(=O)c4ccco4)c3)nc2s1	-19	2	10	2.2	0.0	-2	-9	-2	-8
Cn1c(=O)c2c(nc(N3CCOCC3)n2CCCNC2=NCCC2)n(C)c1=O	-17	1	1	0.0	0.3	-5	-4	-2	-7
CCN(c1ccccc1)S(=O)(=O)c1ccc(F)cc1C	7	-3	2	0.7	-0.1	-12	5	-3	1
CN=C(Nc1cc(C)nn1-c1ccccc1)c1ccccc1F	24	3	0	0.5	-0.1	5	-1	-1	6
O=C(NCc1ccncc1)C(=O)NCC1OCCN1S(=O)(=O)c1cc(F)ccc1F (stereo not given)	-1	0	-1	2.8	3.5	3	3	-10	2
CCOC(=O)c1c(C)n(CCO)c2ccc(O)cc12	2	1	-1	2.9	0.1	-3	-2	7	-7
COc1ccccc1CNC(=O)c1ccc(OCc2c(C)noc2C)c(OC)c1	3	2	-1	1.0	0.1	-5	0	3	0
Cc1cc(C)nc(NC(=O)c2ccc(Br)cc2)n1	-2	-1	1	-1.1	0.1	-2	8	3	5
CCN1C(=O)C(=O)N(Cc2ccc(OC)c(F)c2)C1=O	4	-3	-4	0.3	-0.2	-3	5	1	-5
